SENP1 inh: blocks the human SENP1 SUMO protease catalytic domain; recombinant SENP1 catalytic domain, CyPet-SUMO1-YPet FRET cleavage; 360,000 tested, 0.21% active; inhibition, % at 10 µM; AID 624204;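 active = inhibition at least 30% at 10 µM, raw YFP signal under a set limit, fluorescence ratio 0.5 to 1.5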;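 also: 0% = enzyme with DMSO and 100% = no enzyme wells; some results filed as inactive read as strong as hits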
Target sequence (Q9P0U3 419-644 limits assumed): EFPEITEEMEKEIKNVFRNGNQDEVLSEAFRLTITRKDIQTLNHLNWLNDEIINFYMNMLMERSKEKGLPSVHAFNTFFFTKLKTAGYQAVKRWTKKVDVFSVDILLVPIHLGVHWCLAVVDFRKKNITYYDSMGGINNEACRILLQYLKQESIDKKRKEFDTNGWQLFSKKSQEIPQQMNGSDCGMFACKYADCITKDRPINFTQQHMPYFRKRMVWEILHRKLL
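system = hSENP1 catalytic domain, recombinant | reagent = SFCypet-SUMO1-SFYpet substrate at 25 nM | doses = one dose per compound, 10 µM, 0.5% DMSO | incubation = enzyme reaction for 50 min at room temperature, dark | measured by = FRET, CFP and YFP emission | controls = no-enzyme low, enzyme-DMSO high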
SENP8 block-1: SENP8 (human) protease inhibition. AID 602440. recombinant SENP8, Nedd8 substrate fluorescence. 360,000 tested, 0.64% active. inhibition, % at 20 µM; in the data active = inhibition mostly above about 40%, no sharp cut-off; inactive = mostly below about 27%
Target sequence (Q96LD8 whole entry, looked up): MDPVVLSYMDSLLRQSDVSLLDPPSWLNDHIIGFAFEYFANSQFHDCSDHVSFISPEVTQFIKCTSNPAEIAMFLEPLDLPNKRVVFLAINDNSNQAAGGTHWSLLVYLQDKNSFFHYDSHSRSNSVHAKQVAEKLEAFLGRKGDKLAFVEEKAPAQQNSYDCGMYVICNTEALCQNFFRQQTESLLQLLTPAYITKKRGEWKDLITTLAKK
MIN6 prolif: MIN6 beta-cell proliferation induction. MIN6 cells proliferation, ATPlite luminescence, 48 h; cells starved in 0.2% serum; 100% = growth in 10% serum. proliferation, % at 10 µM. 330,000 tested, 0.29% active. AID 2380;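 active = compounds whose signal lies at least 3.5 SD above the mean of all wells on their plate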;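 also: 0% = DMSO-treated cells in low-serum medium and 100% = 10% serum control; some compounds called inactive have numbers as strong as hits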
SENP6 inh: SENP6 protease inhibition. Q9GZR1. Recombinant SENP6 catalytic domain, aminoluciferin luminescence. AID 2599. 330,000 tested, 1.8% active. inhibition, % at 10 µM;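 active = inhibition above about 50% at the single tested dose, limit read from the data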;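 also: plate controls were DMSO wells with enzyme for no effect and DMSO wells lacking enzyme for full effect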
Target sequence (Q9GZR1 628-1112 limits assumed): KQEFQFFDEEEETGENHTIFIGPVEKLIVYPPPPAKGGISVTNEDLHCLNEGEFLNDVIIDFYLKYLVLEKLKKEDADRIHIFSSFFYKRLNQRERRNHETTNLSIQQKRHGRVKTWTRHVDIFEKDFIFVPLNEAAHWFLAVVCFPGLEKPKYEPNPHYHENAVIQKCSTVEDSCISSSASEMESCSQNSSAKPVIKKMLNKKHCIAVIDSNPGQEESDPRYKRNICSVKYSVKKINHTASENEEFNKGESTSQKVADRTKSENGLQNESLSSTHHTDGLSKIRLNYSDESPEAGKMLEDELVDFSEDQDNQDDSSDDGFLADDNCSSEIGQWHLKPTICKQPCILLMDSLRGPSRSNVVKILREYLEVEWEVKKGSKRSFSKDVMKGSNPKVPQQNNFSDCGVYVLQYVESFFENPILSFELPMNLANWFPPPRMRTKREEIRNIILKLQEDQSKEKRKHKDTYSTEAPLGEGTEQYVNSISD
HKDC1 inhibitor: blocks human hexokinase HKDC1 activity; Q2TB90; recombinant HKDC1, G6PDH/diaphorase resazurin coupled fluorescence; inhibition, % at 20 µM; 340,000 tested, 0.16% active;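 active = inhibition above about 35% when tested at 20 µM, limit read from the data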;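 also: plate controls were DMSO wells with enzyme for no effect and DMSO wells lacking enzyme for full effect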
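Incubation: 90 min at room temperature in dark / Material: recombinant HKDC1 (HK5) hexokinase enzyme, produced in-house / Quantity: enzyme 5 µg/mL final / Compound: one dose of 20 µM, 1% DMSO / Reagent: glucose and ATP substrates / Buffer or medium: Tris pH 8.0 buffer with MgCl2, Tween-20, BSA, BME / Technique: resorufin fluorescence at 613 nm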
SENP8 block-2: blocks the human protease SENP8; Q96LD8; purified SENP8, Z-RLRGG-aminoluciferin cleavage, luminescence; inhibition, % at 10 µM; 330,000 tested, 1.2% active; AID 2540; in the data active = inhibition above about 50%
UBC13 polyUb: inhibitors of human UBC13 polyubiquitin chain formation; P61088; TR-FRET; inhibition, % at 20 µM; 330,000 tested, 0.47% active; in the data active = inhibition above about 45%, passing the limit was not always enough
Target sequence (P61088 whole entry, looked up): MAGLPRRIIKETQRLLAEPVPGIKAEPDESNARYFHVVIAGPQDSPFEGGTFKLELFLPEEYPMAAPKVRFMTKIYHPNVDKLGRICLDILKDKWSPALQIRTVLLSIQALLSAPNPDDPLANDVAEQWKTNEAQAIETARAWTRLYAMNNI
SENP7 block: inhibitors of human SENP7 protease | recombinant SENP7, Z-RLRGG-aminoluciferin luminescence, 40 min | AID 434973 | 330,000 tested, 1.5% active | Q9BQF6 | inhibition, % at 5 µM;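 active = inhibition above about 50% at the single test dose, limit read from the data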;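 also: plate controls were DMSO with enzyme for no effect and no enzyme buffer wells for full effect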
PfG6PD inh: PfG6PD (Plasmodium falciparum) enzyme inhibition | 350,000 tested, 0.78% active | inhibition, % at 20 µM | PfGluPho enzyme, NADPH resazurin-diaphorase fluorescence;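 active = inhibition reaching at least a set limit at 20 µM in the primary screen, cut at about 59% in these data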;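 also: 0% = DMSO wells with substrate and 100% = DMSO wells lacking glucose-6-phosphate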
An asterisk follows results filed as active; / = no result given.

SMILES	SENP1 inh	SENP8 block-1	MIN6 prolif	SENP6 inh	HKDC1 inhibitor	SENP8 block-2	UBC13 polyUb	SENP7 block	PfG6PD inh
Cc1cc(NC(=O)CSc2nc3c(c(=O)n2C)SCC3)no1	1	15	2	-9	-3	3	-5	2	2
O=C(CSc1nnc(C2COc3ccccc3O2)o1)Nc1nccs1 (stereo not drawn)	0	1	1	-6	-23	7	2	4	-23
O=C(/C=C/c1ccco1)OCc1nnc(-c2ccc(Cl)cc2)o1	-4	-7	3	-13	10	-6	-12	7	5
Cc1ccc(CNC(=O)c2ccc(Cl)c(S(N)(=O)=O)c2)n1C	-3	18	7	6	2	-5	-2	-3	17
CCOC(=O)NC(=O)CSc1ccccn1	2	9	0	8	-4	3	4	1	-1
CCCCN(C(=O)c1ccc(S(=O)(=O)N(C)C)cc1)c1nc2ccccc2s1	0	4	0	8	-8	-1	7	8	-8
O=C(NNc1ccccc1[N+](=O)[O-])Nc1ccccc1	2	16	-3	3	12	4	-4	0	21
Cc1cc(NC(=O)CSc2nc(C(C)C)nc3sc4c(c23)CCCC4)no1	1	9	-4	-16	-6	3	-5	-1	-2
O=C(NCC(=O)c1ccccc1)OCc1ccc([N+](=O)[O-])cc1	3	26	-1	-3	-6	-6	6	2	-16
O=C(NCc1ccc(F)c(F)c1)C1CCC(=O)N(CC2CCCCC2)C1 (stereo not drawn)	0	17	-1	-12	-5	-6	2	-9	-11

2 of these compounds, reformatted:
Order of results: SENP1 inh	SENP8 block-1	MIN6 prolif	SENP6 inh	HKDC1 inhibitor	SENP8 block-2	UBC13 polyUb	SENP7 block	PfG6PD inh
Cc1cc(NC(=O)CSc2nc3c(c(=O)n2C)SCC3)no1
→ 1	15	2	-9	-3	3	-5	2	2
O=C(CSc1nnc(C2COc3ccccc3O2)o1)Nc1nccs1 (stereo not drawn)
→ 0	1	1	-6	-23	7	2	4	-23

Returning to the listing, starting five compounds before the break.
SMILES	SENP1 inh	SENP8 block-1	MIN6 prolif	SENP6 inh	HKDC1 inhibitor	SENP8 block-2	UBC13 polyUb	SENP7 block	PfG6PD inh
CCCCN(C(=O)c1ccc(S(=O)(=O)N(C)C)cc1)c1nc2ccccc2s1	0	4	0	8	-8	-1	7	8	-8
O=C(NNc1ccccc1[N+](=O)[O-])Nc1ccccc1	2	16	-3	3	12	4	-4	0	21
Cc1cc(NC(=O)CSc2nc(C(C)C)nc3sc4c(c23)CCCC4)no1	1	9	-4	-16	-6	3	-5	-1	-2
O=C(NCC(=O)c1ccccc1)OCc1ccc([N+](=O)[O-])cc1	3	26	-1	-3	-6	-6	6	2	-16
O=C(NCc1ccc(F)c(F)c1)C1CCC(=O)N(CC2CCCCC2)C1 (stereo not drawn)	0	17	-1	-12	-5	-6	2	-9	-11
O=C(CSCc1ccc(F)cc1)N1CCN(c2ccc(F)cc2)CC1	0	15	1	-1	-5	3	5	-3	-6
CC(C)NC(=O)Nc1ccc2c(c1)C(=O)N([C@H](C)CO)C[C@H](C)[C@@H](CN(C)C(=O)Nc1ccccc1)O2	0	7	-2	4	-7	-1	-3	10	1
CC1(C(=O)N(CC(=O)NC2CCCC2)Cc2ccccc2)CC(=O)N=C2C=CC=CN21 (stereo not drawn)	1	-322	2	7	0	-1	15	12	-12
COc1ccc(OC)c2[nH]c(=O)c(CCNC(=O)C(C)C)cc12	1	-64	-1	2	2	3	-8	-2	6
O=S(=O)(Nc1cccc(-c2ccc(N3CCCCCC3)nn2)c1)c1ccccc1Cl	-2	-11	-6	9	2	2	-3	-4	-23
O=C1CCc2cc(NS(=O)(=O)c3ccc([N+](=O)[O-])cc3)cc3c2N1CCC3	2	14	1	-2	0	9	2	-1	-30
CCCC(=O)Nc1cc(OC)c(C(=O)OC)cc1Cl	-1	13	0	-19	0	-2	-5	8	-20
COc1cccc(NC(=O)c2ocnc2C)c1	-1	8	-1	48	-6	14	6	42	5
O=C(CCc1nc2ccccc2[nH]1)Nc1ccc(F)cc1	0	9	-3	9	9	2	2	0	-7
Cc1ccc2nsnc2c1S(=O)(=O)N1CCN(C(=O)C2CCCO2)CC1 (stereo not drawn)	2	12	0	-4	0	-9	4	2	-10
CC(C)C(=O)NCCc1nc2ccccc2n1CCc1ccccc1	1	12	6	0	0	-1	-1	6	-16
CCOCCc1nnc(NC(=O)CCc2ccccc2)s1	-5	-6	-1	-2	-1	-18	2	-6	-12
Cc1cc2n(n1)SC(Nc1ccc(F)cc1)N2 (stereo not drawn)	1	8	0	-2	5	2	9	7	-8
CC1CC2=C(NC(=S)NC2c2cccc(F)c2)/C(=C/c2cccc(F)c2)C1 (stereo not drawn)	-1	-14	/	/	-5	/	/	/	22
CCN(CC)C(=O)C[n+]1cccc(C(N)=O)c1	2	-3	2	5	-14	0	-5	8	-18
Cc1ccccc1OCC(=O)NCCCNC(=O)c1cccnc1	-1	1	1	-8	-3	-11	-2	-8	10
O=C(CCNc1ccc(Cl)c(C(F)(F)F)c1)c1ccco1	-5	-45	-5	-6	3	-5	4	11	6
O=C(N=Nc1c(O)n(Cc2ccccc2)c2ccccc12)c1ccc(O)cc1	2	29	-5	2	-8	-16	-8	44	29
CC(C)(C)C1(C)OC(C(N)=O)C(C(N)=O)O1 (stereo not drawn)	3	23	0	-11	1	-7	-17	-10	1
Clc1ccccc1-c1nc2ccccc2[nH]1	1	-37	-3	24	-3	19	4	38	12
O=C(Cc1cccs1)N1CCC(c2nc3c(nnn3Cc3ccccc3Cl)c(=O)[nH]2)CC1	2	12	-2	-3	2	6	8	10	-16
CC(=O)c1cccc(Nc2ncnc3ccc(Br)cc23)c1	1	-74	0	-3	0	0	18	0	23
O=C(CSc1ccc(/C=N/NC(=O)c2cccc(F)c2)o1)Nc1ccccc1	1	-161	-1	-34	-8	0	0	-3	-1
O=C(O)Cc1ccc2oc(-c3ccccn3)nc2c1	1	8	-3	-7	-3	2	7	2	-17
CC(=O)NC(Cc1ccccc1F)C(=O)NC1CCN(C(=O)NCc2ccccc2)CC1 (stereo not drawn)	3	7	-2	29	0	0	2	10	-15
c1ccc(-c2ccc(C(c3ccccc3)n3ccnc3)cc2)cc1 (stereo not drawn)	3	12	/	/	-2	/	/	/	0
CC(C)CC(=O)Nc1ccc(-c2nc3ccccc3c(=O)[nH]2)cc1	0	-73	-2	8	-11	-12	-1	26	-12
COc1ccccc1NC(=S)N(C(C)C)C(C)c1ccccn1 (stereo not drawn)	3	14	-3	-19	-1	-5	-6	-2	18
CCCOc1ccc(S(=O)(=O)n2cc(F)c(=O)[nH]c2=O)cc1	0	0	0	1	-5	-2	-3	-6	-28
O=C(O)c1cc(Br)ccn1	1	0	2	-5	-5	1	7	4	-12
COc1ccc(CCNS(=O)(=O)c2cc(/C=C/C(=O)O)ccc2C)cc1OC	0	5	1	7	-9	-1	3	2	-10
CN(C)c1nc(N)nc(-c2cccnc2)n1	0	6	-1	-17	-3	-5	-8	-10	-17
COc1ccc(CNC(=S)Nc2cccc(C)c2)cc1	0	30	-1	3	0	10	0	12	0
COc1ccccc1CNC(=O)COC(=O)C1CCN(c2ccc(C(F)(F)F)cn2)CC1	3	0	-3	-15	1	14	4	1	13
S=C1SCN(Cc2cccnc2)CN1Cc1ccccc1	3	8	-6	-13	-7	-5	-13	-4	-6
COc1ccccc1N1CCN(C(=O)C(C)NC(=O)c2ccco2)CC1 (stereo not drawn)	-1	8	-3	-2	-3	-4	-1	-6	14
CCOc1ccc(CC(=O)C2=C(N3CCOCC3)CC(C)(C)CC2=O)cc1OCC	1	8	1	-19	-5	-17	-7	-4	-5
CCCc1cc(=O)n2[nH]c(NCc3cccs3)nc2n1	1	23	-3	-13	-3	3	6	2	-15
C=CCn1c(CCC(=O)Nc2ccc(C)c(Cl)c2)nnc1SCC(=O)Nc1ccccc1C	3	-1	-1	-25	-5	-3	6	-5	13
O=[N+]([O-])c1ccc2cn[nH]c2c1	1	12	-2	-10	-2	0	0	-4	17
Cc1c(NC(=O)CN2c3cccc4cccc(c34)S2(=O)=O)c(=O)n(-c2ccccc2)n1C	0	-315	-2	-12	9	-4	-7	-4	1
CC(=O)CC(=O)Nc1ccc(C(N)=O)cc1	1	9	1	-5	-4	-6	-1	8	-5
CN1C(=O)/C(=N/OC(=O)c2ccccc2Br)c2ccccc21	0	10	-6	20	17	1	7	5	-1
Cc1ccc(C(=O)NC(=S)Nc2ccccc2C(F)(F)F)cc1C	2	23	0	3	4	-5	-3	-4	13
COc1ccc(-n2c(CCc3ccccc3)nnc2SCC(=O)NCc2ccccc2)cc1	-1	5	0	-15	-4	-3	8	2	5
C[C@H](NC(=O)NCc1ccc(F)cc1)C(=O)O	-1	19	-1	-14	-3	-5	-3	3	-8
C=CCN1C(=O)C(Cc2ccccc2Cl)SC1=Nc1ccc(C(=O)O)cc1 (stereo not drawn)	1	33	2	-8	-4	-5	16	2	-14
COc1ccccc1CNC(=O)N/C=C/c1ccc(Cl)cc1	0	-9	-1	-9	-4	-5	-8	1	4
CN(c1cccc(NC(=O)c2ccc(C(C)(C)C)cc2)c1)S(C)(=O)=O	1	8	-4	-11	-4	-23	-2	-1	7
CC(C)(O)C#Cc1ccc(C(=O)NCc2ccccc2)s1	-1	13	-2	-2	-1	-7	-26	-2	0
Additional results:
SMILES	SENP1 inh	SENP8 block-1	MIN6 prolif	SENP6 inh	HKDC1 inhibitor	SENP8 block-2	UBC13 polyUb	SENP7 block	PfG6PD inh
CCOc1ccc(C(=O)NC2CC(C)(C)NC(C)(C)C2)cc1	1	12	2	2	-8	-2	-2	0	3
Cc1cc(C(=O)Nc2c(C)n(C)n(-c3ccccc3)c2=O)c2ccccc2n1	0	14	-2	4	0	5	-3	17	-5
COc1ccc(OCC(=O)NNC(=O)c2cccs2)cc1	1	20	-2	-18	-3	0	6	4	-10
CCC(CC)n1[nH]c(=O)cc1N	2	38	0	-4	2	0	6	1	-16
Cn1cc(CN2CCCC(C(=O)Nc3ccc(-c4cccc(F)c4)cc3)C2)cn1 (stereo not drawn)	2	23	-8	9	-2	-6	17	-7	6
COc1ccc(-n2nc3cc(C)c(NC(C)=O)cc3n2)cc1	2	-382	-5	24	-1	2	20	26	3
CC(C)C(=O)NC(c1ccccc1)c1cc([N+](=O)[O-])c2cccnc2c1O (stereo not drawn)	-2	32	-6	8	14	-3	-57	2	44
CN(c1ccc(OCC(=O)O)cc1)S(=O)(=O)c1ccc2ccccc2c1	3	16	-6	12	-1	0	-1	7	-16
Cn1c(=O)c2ncn(CC(=O)O)c2n(C)c1=O	1	6	-1	23	-6	11	-3	1	1
CCCCNC(=S)N(C)N=C1CCC(c2ccccc2)CC1 (stereo not drawn)	2	14	-1	8	-1	-3	1	1	19
Cc1cc(=O)n2cccc(O)c2n1	-1	-362	2	3	-3	0	-19	5	21
CC(=O)ON1C(C)(C)Cc2noc(N)c2C1(C)C	2	34	-3	-8	-2	-7	8	6	2
CCCCNc1nc(N)ncc1[N+](=O)[O-]	1	20	0	1	0	3	24	6	-5
O=C(Nc1ccccc1Cl)C1CCCN(S(=O)(=O)c2ccc(-n3cnnn3)cc2)C1 (stereo not drawn)	-1	4	3	-19	0	-6	-1	3	13
Cc1c(C(=O)N2CCOCC2)c(S(=O)(=O)Nc2ccccc2)c(C)n1C	2	1	0	7	1	0	-6	1	-24
CC1CCN(C(=O)COc2ccccc2F)CC1	0	18	-3	-21	-5	-5	-2	-6	-15
COc1ccc(C)cc1Cn1c(S(C)(=O)=O)nc2ccccc21	1	8	2	9	1	-2	1	7	7

High-throughput results: PubChem, Sanford-Burnham Center for Chemical Genomics

Hits appear at their usual frequency; any-hit rate near 4%.
